Bioassay records as filed in PubChem BioAssay.
Keap1 Nrf2 FP = disrupts human Keap1 binding to Nrf2 peptide. 0.15% of 340,000 active. Keap1 Kelch-Nrf2 peptide fluorescence polarization, 1536-well. Q14145. AID 504523. inhibition, % at 9.4 µM; in the data active = inhibition above about 12%; inconclusive = no clear call, values can overlap the other calls; inactive = below about 7.3%;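 also: human Keap1 Kelch domain with fluorescein labeled Nrf2 9mer peptide probe; 0% = neutral control wells and 100% = peptide positive control; higher means more block of Keap1 binding to Nrf2 peptide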
MOR-DOR ag = agonists of human mu-delta opioid receptor heterodimerization | 0.3% of 340,000 active | cells, OPRM1-OPRD1 heterodimerization, luminescence | P35372+P41143 | activation, % at 9.3 µM; in the data active = activation above about 18%;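 also: 0% = vehicle-treated cells and 100% = reference agonist; values of inactives mirror those of a sister screen read the other way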
V-ATPase pH = regulators of yeast V-ATPase proton transport | S. cerevisiae, pHLuorin cytosolic pH fluorescence | response, % at 10 µM | 0.37% of 350,000 active | AID 504577; in the data active = response mostly above about 7.3%, no sharp cut-off; inactive = mostly below about 5.4%; also: actives read high; inactives centre near 0; some compounds called inactive have numbers as strong as hits; reference of the scale not given here
C-LANA FP = KSHV C-LANA DNA binding inhibition; 0.078% of 340,000 active; MBP-C-LANA/FAM-LBS DNA binding, fluorescence polarization; inhibition, % at 9 µM; AID 504423;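 active = highest replicate inhibition at or above 60% at 9 µM, even if other replicates fall short; inactive = all replicates below 60% inhibition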;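 also: 0% = neutral control wells and 100% = 4 µM acridine orange control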
Arr AP2 block = inhibitors of human beta-arrestin and AP2 interaction. inhibition, % at 10 µM. FITC-arrestin peptide / GST-AP2 beads, flow cytometry; AP2 beta2 appendage carries R879A mutation. 0.31% of 340,000 active. AID 504490;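 active = inhibition above a set limit, near 3 SD of compounds lacking own fluorescence, cut at about 54% in these data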;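 also: plate controls were DMSO wells for no effect and 5 µM unlabelled arrestin peptide for full effect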
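System: GST-AP2 R879A glutathione beads | Also added: FITC-arrestin peptide, 50 nM | Times: 12 min plus 1 h, RT | Signal: Bead flow cytometry, FITC channel | Buffer or medium: PBS with 0.05% Tween 20 and 0.1% BSA | Read-out basis: Percent drop in bead-associated FITC signal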
MOR-DOR inv ag = inverse agonist of human OPRM1-OPRD1 heterodimerization | P35372+P41143 | cell-based MOR-DOR heterodimer luminescence, inverse agonism | inhibition, % at 9.3 µM | 0.21% of 340,000 active | AID 504357; in the data active = inhibition above about 22%, passing the limit was not always enough;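 also: 0% = cells with DMSO and 100% = wells without cells with DMSO; values of inactives mirror those of a sister screen read the other way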
cardiac RTF act = cardiac RTF calcium sensitization. IANBD-labeled TnC RTF fluorescence at EC20 calcium; 0% EC20 calcium, 100% full calcium. activation, % at 7.2 µM. P19429+P45379. 0.24% of 340,000 active;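 active = activation above the mean over all tested compounds plus 3 SD, cut at about 30% in these data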;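 also: rise in fluorescence read as greater calcium sensitivity of cardiac thin filaments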
RTF Ca sens inh = cardiac RTF calcium desensitization | 0.12% of 340,000 active | inhibition, % at 7.15 µM | AID 493244 | IANBD-labeled cardiac RTF, Ca2+ fluorescence;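 active = inhibition above the mean inhibition of all tested compounds plus 3 SD, cut at about 17% in these data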;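 also: assay run at fixed EC70 calcium of 1.6 mM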
DSG3 Ab inh = inhibitors of pemphigus antibody binding to human desmoglein-3; P32926; DSG3-coupled beads, scFv-anti-DSG3-GFP binding, flow cytometry; stronger effect = lower value; binding (percent of control), % at 10 µM; 0.48% of 310,000 active;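 active = binding more than 3 SD below its plate's average and above zero; inconclusive = below that plate limit but binding exactly zero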;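 also: hits lower antibody fragment binding to DSG3; some compounds called inactive have numbers as strong as hits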
Target sequence (P32926 whole entry, looked up, the tested form may be a part): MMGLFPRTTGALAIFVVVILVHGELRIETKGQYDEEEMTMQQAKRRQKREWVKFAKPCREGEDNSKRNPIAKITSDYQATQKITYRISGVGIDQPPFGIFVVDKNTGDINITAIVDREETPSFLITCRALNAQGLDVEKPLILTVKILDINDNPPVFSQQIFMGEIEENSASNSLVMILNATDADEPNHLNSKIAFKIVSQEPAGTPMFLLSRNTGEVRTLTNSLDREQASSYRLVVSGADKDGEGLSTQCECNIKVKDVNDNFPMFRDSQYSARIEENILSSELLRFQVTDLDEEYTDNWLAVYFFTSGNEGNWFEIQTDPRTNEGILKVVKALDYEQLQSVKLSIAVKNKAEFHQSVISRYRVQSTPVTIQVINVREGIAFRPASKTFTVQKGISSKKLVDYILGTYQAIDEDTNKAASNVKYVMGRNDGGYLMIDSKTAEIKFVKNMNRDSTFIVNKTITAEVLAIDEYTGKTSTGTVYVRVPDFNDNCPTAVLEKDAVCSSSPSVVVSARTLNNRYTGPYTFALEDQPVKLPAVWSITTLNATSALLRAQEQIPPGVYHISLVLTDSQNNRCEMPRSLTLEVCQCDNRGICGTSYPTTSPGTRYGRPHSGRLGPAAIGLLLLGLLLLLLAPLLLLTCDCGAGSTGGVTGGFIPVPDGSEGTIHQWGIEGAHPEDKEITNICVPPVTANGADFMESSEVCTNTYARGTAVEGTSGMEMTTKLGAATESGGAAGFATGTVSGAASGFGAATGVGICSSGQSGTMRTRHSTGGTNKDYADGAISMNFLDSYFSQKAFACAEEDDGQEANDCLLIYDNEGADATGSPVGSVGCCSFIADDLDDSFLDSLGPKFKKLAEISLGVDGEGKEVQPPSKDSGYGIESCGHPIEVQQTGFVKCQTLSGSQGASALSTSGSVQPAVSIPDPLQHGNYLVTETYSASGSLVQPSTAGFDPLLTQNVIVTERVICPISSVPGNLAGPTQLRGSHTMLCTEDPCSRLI
Wnt act = Wnt/beta-catenin pathway activation; Wnt/beta-catenin reporter cell assay, activator, plate reader; 1.2% of 300,000 active; activation, % at 9.35 µM; AID 743398; in the data active = activation above about 30%, passing the limit was not always enough; inconclusive = no clear call, values can overlap the other calls;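 also: 0% = neutral control wells and 100% = positive control wells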
Active calls of the source: *; ? = inconclusive; nt = not tested or not shown.

mol,Keap1 Nrf2 FP,MOR-DOR ag,V-ATPase pH,C-LANA FP,Arr AP2 block,MOR-DOR inv ag,cardiac RTF act,RTF Ca sens inh,DSG3 Ab inh,Wnt act
O=C(O)c1cccc(NC(=S)NC(NC(=O)c2ccccc2[N+](=O)[O-])C(Cl)(Cl)Cl)c1 (centres undefined),-5,-1.1,0,1.3,-12,8,-9,9,108,1
CC(C)(C)NC(=O)COc1ccc(S(=O)(=O)N2CCCC2)cc1,2,-2.4,1,1.7,-2,12,-7,1,120,1
COc1cccc(OC)c1C(=O)Nc1cccc2c1CCCC2,-2,-3.2,8,0.0,3,15,-6,-5,100,-1
COc1ccc(S(=O)(=O)N(C)C)cc1NCC(=O)Nc1cccc2ccccc12,-3,-0.8,-1,1.1,-8,4,4,-18,93,-3
COc1ccccc1C(=O)NCC(=O)NCCc1ccc(Cl)cc1,-3,0.1,3,-1.3,21,-1,2,-11,nt,3
CCCS(=O)(=O)N1CCN(Cc2ccncc2)CC1,-3,1.2,4,0.4,11,-7,2,5,87,-1
C=C1CCN([C@@H](CC(C)C)C(=O)Nc2ccc(OC)cc2)S(=O)(=O)c2ccccc21,0,-2.3,-3,2.9,-6,13,-6,-3,105,-3
COc1ccc(Br)cc1/C=N/n1c(C)nnc1C,-7,2.7,1,0.2,4,-15,-10,6,103,nt
Cc1cc(NS(=O)(=O)c2ccc(NS(=O)(=O)c3cc(C)c(Cl)cc3Cl)cc2)no1,0,-2.9,4,0.3,-4,15,-3,-1,110,1
CC(C)N(C)C(=O)c1ccc(OC2CCN(CCc3ccccc3)CC2)cc1,0,-1.9,-2,0.4,2,10,-3,2,89,-6
CCOC(=O)CCCCC(=O)c1[nH]c(=O)[nH]c1C[n+]1ccc(C)cc1,-1,1.7,4,0.6,-15,-9,-1,-14,109,0
O=C(CN1C(=O)c2ccccc2C1=O)NCCOc1ccccc1,1,-2.4,-4,-0.2,43,12,0,3,nt,-1
CC(C)c1[nH]c(=O)c(C#N)c2c1CSC(C)(C)C2,-6,-1.6,1,0.1,1,9,5,-3,89,nt
CCCc1cc(N2CCCC(C(=O)NCC)C2)n2ncnc2n1 (centres undefined),-1,-2.4,2,-0.2,-11,14,-4,2,122,nt
CCC(C)[C@H]1CNCCN1CCCc1cc(OC)c(OC)c(OC)c1 (some centres undefined),-7,-0.7,-2,-1.5,-10,4,-2,-2,103,1
COc1ccc2nc(NC(=O)CSCC(=O)Nc3cc(C)on3)sc2c1,2,-1.2,-3,-1.7,-6,6,-3,-23,106,19
N#Cc1nc(COc2ccccc2)oc1N1CCCC1,3,0.0,2,-1.4,0,0,6,-11,106,nt
O=C(Nc1ccc(CN2CCOCC2)cc1)c1ccccc1F,-1,-2.3,2,0.2,9,12,-2,3,95,39*
Cc1cc(C2C(=O)NC(=O)C2=O)c(C)cc1Br (centres undefined),-3,-2.4,-1,0.0,6,13,-2,1,96,0
COc1cc(/C=N/NC(=S)NCCN2CCOCC2)cc(OC)c1OC,-1,-0.3,0,-0.2,10,2,3,1,98,0
CC1CCCCC1N=C1NC(C)(C)CS1 (centres undefined),1,-1.8,0,-0.4,-16,10,-3,-6,98,20
CC(C)n1c(N2CCN(C(=O)Nc3ccc(F)cc3F)CC2)nc2ccccc21,0,0.1,-4,-1.3,9,0,0,1,92,nt
CC1CC(C)CN(CCOc2cccc3ccccc23)C1 (centres undefined),-5,-1.3,-2,-1.4,46,6,-2,-1,97,-1
Cc1cccc(NS(=O)(=O)c2cccc(C(=O)NCC(C)(C)N3CCOCC3)c2)c1,-2,0.4,6,1.7,23,-1,-1,-6,102,-2
O=C(OCC(=O)N1CCCC1)c1cccs1,-2,-0.8,4,1.4,6,4,6,0,102,nt
Cc1ccc(CC(CC(=O)O)C(=O)NCc2ccccc2)cc1 (centres undefined),1,-3.6,1,0.2,3,19,-3,7,99,nt
COc1ccc(CCNC(=O)c2cc(S(=O)(=O)N(C)C)ccc2N2CCCC2)cc1OC,3,-2.9,-3,1.0,6,12,1,3,102,-2
CC(=O)Cn1c(=O)oc2ccccc21,-1,-2.3,-2,-0.7,-4,11,3,-7,104,0
CCOc1ccc(S(=O)(=O)N(C)CC(=O)NCCN2CCOCC2)cc1,-7,-0.2,-2,-0.8,-4,2,4,5,nt,-2
Brc1ccccc1CN1CCC(N2CCCCC2)CC1,0,0.1,3,0.7,4,-1,-2,-3,103,-2

Random excerpt: two entries already listed, in no set order.
mol,Keap1 Nrf2 FP,MOR-DOR ag,V-ATPase pH,C-LANA FP,Arr AP2 block,MOR-DOR inv ag,cardiac RTF act,RTF Ca sens inh,DSG3 Ab inh,Wnt act
COc1cccc(OC)c1C(=O)Nc1cccc2c1CCCC2,-2,-3.2,8,0.0,3,15,-6,-5,100,-1
CCOC(=O)CCCCC(=O)c1[nH]c(=O)[nH]c1C[n+]1ccc(C)cc1,-1,1.7,4,0.6,-15,-9,-1,-14,109,0

(further entries)
mol,Keap1 Nrf2 FP,MOR-DOR ag,V-ATPase pH,C-LANA FP,Arr AP2 block,MOR-DOR inv ag,cardiac RTF act,RTF Ca sens inh,DSG3 Ab inh,Wnt act
CC(C)c1ccc(N(CC(=O)NCCCN2CCOCC2)S(=O)(=O)c2ccccc2)cc1,-2,2.3,-1,-0.2,5,-15,-2,-22,102,-1
O=C(c1nc2ccccn2c1CNCCCn1ncc2ccccc21)N1CCCC1,2,-1.5,1,0.0,30,8,2,-5,102,0
Cc1cc2oc(C(=O)Nc3ccc(S(N)(=O)=O)cc3)c(C)c2cc1Cl,3,-2.3,-1,-1.0,-21,12,-7,-3,102,-1
NNC(=O)COc1cccc(Oc2ccccc2)c1,-4,3.4,-3,-0.5,-4,-25,-4,1,99,-2
CCCCOc1ccc(-c2[nH]ncc2C=O)cc1,-1,-3.8,-1,1.7,4,18,0,1,89,?
C=CCn1c(-c2cc(Cl)ccc2OC)n[nH]c1=S,-1,-3.1,1,3.4,-4,16,0,-3,90,nt
O=C(NC1CCCCC1)NC1CCN(CC(=O)N2CCOCC2)CC1,-6,-1.0,-7,-1.6,2,6,-10,2,96,nt
CN(c1ccccc1)S(=O)(=O)c1ccc(C(=O)NNC(=O)c2ccccc2)cc1,-9,-1.4,0,-1.0,-3,6,-4,-1,nt,1
COc1cc(Nc2cc(C)nc3ncnn23)cc(OC)c1OC,-4,0.2,-2,-3.2,-3,-1,10,2,113,0
CCOC(=O)C1CCCN(CC(=O)c2ccc(F)cc2)C1 (centres undefined),-6,-1.6,3,0.3,-7,7,-4,-2,96,2
Cc1ccc(NC(=O)CN2C(=O)NC3(CCCCC3)C2=O)cc1S(=O)(=O)N1CCOCC1,-2,-3.2,6,1.5,2,16,3,-3,nt,-24
O=C(CCN1CCCCC1)NNC(=S)NC(=O)c1ccc(Br)cc1,-5,0.0,0,2.8,1,0,0,-11,101,-2
COc1ccc(-n2c(CCC(=O)O)ccc2-c2ccccc2)cc1,-4,-2.3,2,-0.6,-8,11,0,4,100,0
CC/C(=C\C(=O)c1ccncc1)Nc1ccc(O)cc1,-1,-0.4,1,0.4,-1,2,1,-2,106,nt
CC(Nc1c([N+](=O)[O-])c(=O)oc2ccccc12)C(Cl)c1ccccc1 (centres undefined),-5,-0.2,-4,-2.0,9,1,-3,3,193,nt
CCC(NC(=O)c1oc2ccccc2c1COC)c1ccc(OC)cc1 (centres undefined),-8,1.3,-4,-0.3,9,-7,0,-21,108,0
COC(=O)c1ccc(Cl)c(NC(=O)CN(c2ccccc2)S(=O)(=O)c2ccc(OC)cc2)c1,4,0.3,2,-1.3,0,-2,1,-10,97,-1
CCS(=O)(=O)N1Cc2ccccc2CC1C(=O)Nc1ccccc1OC (centres undefined),-1,-2.1,-32,-0.5,8,11,-1,6,97,0
O=C(CCS(=O)(=O)c1ccc(Cl)cc1)Nc1cccc(S(=O)(=O)N2CCCCCC2)c1,3,-0.9,-5,2.9,-10,4,-6,-11,nt,-6
Cn1c(=O)c2nc(-c3ccccc3)oc2c2ccccc21,-6,1.5,-1,-1.2,2,-9,6,8,102,8
CN(C)S(=O)(=O)c1ccc(N2CCCC2)c(C(=O)OCC(=O)NC2(C#N)CCCCC2)c1,6,-2.0,2,1.3,-11,11,-8,-5,105,nt
Cc1ccc(NC(=O)CSc2cccc3cccnc23)c(C)c1,-10,-2.3,-2,-0.4,-10,11,-7,-7,111,2
CC(C)(C)c1nn(-c2ccccc2)c2[nH]c(=O)c(CNCc3ccc4c(c3)OCO4)cc12,-3,6.4,5,0.6,-1,-36,4,-20,83,nt
COc1ccc(NC(=O)c2cccc(N3C(=O)C4CC=C(C)CC4C3=O)c2)c(OC)c1 (centres undefined),5,-2.4,0,-1.4,22,13,-2,3,105,-3
COc1ccccc1/C=N/NC(=O)c1ccc2c(c1)OCO2,0,-1.3,-3,1.2,2,6,-5,-6,98,0

Some of the entries above in a different format.
Values run as follows: Keap1 Nrf2 FP | MOR-DOR ag | V-ATPase pH | C-LANA FP | Arr AP2 block | MOR-DOR inv ag | cardiac RTF act | RTF Ca sens inh | DSG3 Ab inh | Wnt act
> CC/C(=C\C(=O)c1ccncc1)Nc1ccc(O)cc1
  -1 | -0.4 | 1 | 0.4 | -1 | 2 | 1 | -2 | 106 | nt
> CC(Nc1c([N+](=O)[O-])c(=O)oc2ccccc12)C(Cl)c1ccccc1 (centres undefined)
  -5 | -0.2 | -4 | -2.0 | 9 | 1 | -3 | 3 | 193 | nt
> CCC(NC(=O)c1oc2ccccc2c1COC)c1ccc(OC)cc1 (centres undefined)
  -8 | 1.3 | -4 | -0.3 | 9 | -7 | 0 | -21 | 108 | 0
> COC(=O)c1ccc(Cl)c(NC(=O)CN(c2ccccc2)S(=O)(=O)c2ccc(OC)cc2)c1
  4 | 0.3 | 2 | -1.3 | 0 | -2 | 1 | -10 | 97 | -1
> CCS(=O)(=O)N1Cc2ccccc2CC1C(=O)Nc1ccccc1OC (centres undefined)
  -1 | -2.1 | -32 | -0.5 | 8 | 11 | -1 | 6 | 97 | 0
> O=C(CCS(=O)(=O)c1ccc(Cl)cc1)Nc1cccc(S(=O)(=O)N2CCCCCC2)c1
  3 | -0.9 | -5 | 2.9 | -10 | 4 | -6 | -11 | nt | -6
> Cn1c(=O)c2nc(-c3ccccc3)oc2c2ccccc21
  -6 | 1.5 | -1 | -1.2 | 2 | -9 | 6 | 8 | 102 | 8
> CN(C)S(=O)(=O)c1ccc(N2CCCC2)c(C(=O)OCC(=O)NC2(C#N)CCCCC2)c1
  6 | -2.0 | 2 | 1.3 | -11 | 11 | -8 | -5 | 105 | nt
> Cc1ccc(NC(=O)CSc2cccc3cccnc23)c(C)c1
  -10 | -2.3 | -2 | -0.4 | -10 | 11 | -7 | -7 | 111 | 2
> CC(C)(C)c1nn(-c2ccccc2)c2[nH]c(=O)c(CNCc3ccc4c(c3)OCO4)cc12
  -3 | 6.4 | 5 | 0.6 | -1 | -36 | 4 | -20 | 83 | nt
> COc1ccc(NC(=O)c2cccc(N3C(=O)C4CC=C(C)CC4C3=O)c2)c(OC)c1 (centres undefined)
  5 | -2.4 | 0 | -1.4 | 22 | 13 | -2 | 3 | 105 | -3
> COc1ccccc1/C=N/NC(=O)c1ccc2c(c1)OCO2
  0 | -1.3 | -3 | 1.2 | 2 | 6 | -5 | -6 | 98 | 0
